Bioassay records (PubChem)
EPAC2 ag: EPAC2 (human) agonism. hit rate 0.079% among 360,000. EPAC2 activation, biochemical qHTS; response scale: 100% = 6.5 mM cAMP response. Potency, µM (doses to about 154 µM), without a hit: top-dose activation, usual class: activators; further: nearly all actives have a fitted effect of over 50% in size
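Readout is BODIPY fluorescence (480 nm excitation, 540 nm emission), which falls as labeled GDP is exchanged off Rap1B. EPAC2 at 100 nM acted on 250 nM RAP1B-BODIPY-GDP with 50 uM GDP present.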
PTHR1 agonist: activates the human parathyroid hormone receptor PTHR1; Q03431; HEK293 GP2 PTHR1 cells, GloSensor cAMP luminescence, 1 h; Potency, µM (top dose mostly 115 µM), without a hit: at the top dose activation, hits mostly activators; hit rate 0.075% among 410,000; further: nearly all actives have a fitted effect of over 55% in size; some results filed as inactive show a strong effect at the top dose; inactives centre near -15; many of its hits are not listed in these tables
Target sequence (Q03431 whole entry, looked up): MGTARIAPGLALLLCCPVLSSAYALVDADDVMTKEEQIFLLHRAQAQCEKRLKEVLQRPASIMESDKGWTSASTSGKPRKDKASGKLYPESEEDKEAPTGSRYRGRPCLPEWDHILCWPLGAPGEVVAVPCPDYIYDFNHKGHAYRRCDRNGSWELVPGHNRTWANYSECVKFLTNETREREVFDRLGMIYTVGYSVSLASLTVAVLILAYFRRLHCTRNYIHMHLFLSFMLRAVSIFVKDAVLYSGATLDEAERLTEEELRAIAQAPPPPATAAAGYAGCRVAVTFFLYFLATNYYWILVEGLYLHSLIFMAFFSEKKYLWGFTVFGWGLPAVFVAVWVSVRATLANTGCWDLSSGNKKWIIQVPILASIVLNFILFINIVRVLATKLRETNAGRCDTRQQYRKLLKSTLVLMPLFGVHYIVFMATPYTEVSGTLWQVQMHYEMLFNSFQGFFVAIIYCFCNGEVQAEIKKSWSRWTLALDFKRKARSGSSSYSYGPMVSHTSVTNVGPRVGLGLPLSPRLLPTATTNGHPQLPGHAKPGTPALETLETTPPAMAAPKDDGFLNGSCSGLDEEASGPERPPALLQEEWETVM
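HEK-293-derived GP2 cells expressing PTHR1 and a GloSensor cAMP reporter, 3,000/well, plated overnight, given luciferin plus IBMX (each 0.5 mM as added) for 1 h at 37 °C, then compound for 1 h at 37 °C. Luminescence was read after 15 min at room temperature.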
EPAC1 agonist: agonists of human EPAC1; EPAC1 agonist qHTS, biochemical assay; response scale: 100% = response to 6.5 mM cAMP; Potency, µM (top dose mostly 154 µM), without a hit: at the highest dose activation, actives largely listed as activators; hit rate 0.073% among 360,000; AID 720707; further: nearly all actives have a fitted effect of over 60% in size
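Nucleotide exchange by EPAC1 (100 nM) on Rap1B–BODIPY-GDP (250 nM) in the presence of 50 uM GDP is tracked fluorescently at 480/540 nm over 30 min. Signals are normalized to a 6.5 mM cAMP control.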
aSyn yeast inh: rescues yeast growth from alpha-synuclein toxicity. Potency, µM (top dose mostly 46.1 µM), without a hit: at the highest dose growth rescue (activation), hits mostly activators. Yeast expressing alpha-synuclein, growth rescue, BacTiter-Glo, 24 h. hit rate 0.14% among 370,000. AID 652106; further: % of control where 0% means no effect; nearly all actives have a fitted effect of over 65% in size
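Readout is rescue of growth in alpha-synuclein-expressing yeast, so inhibitors of toxicity appear as activators. Growth after 24 hr at 30 deg C in galactose medium is quantified by luminescence.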
EPAC1 antag: blocks human EPAC1 exchange factor. hit rate 0.14% among 360,000. Potency, µM (doses to about 115 µM), without a hit: at the highest dose activity change, negative = inhibition, actives largely listed as inhibitors. EPAC1 GEF assay, Rap1b-BODIPY-GDP exchange fluorescence. O95398;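 further: plate controls were vehicle for no effect and positive control for full effect; nearly all actives have a fitted effect of over 50% in size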
FUS suppressor: FUS proteinopathy suppression in yeast; Potency, µM (doses to about 76.6 µM), inactives show at the highest dose growth rescue (activation), most hits filed as activators; AID 1347120; S. cerevisiae FUS-expressing, growth rescue, OD600, 24 h; hit rate 0.24% among 390,000;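 further: plate controls were DMSO vehicle for no effect and reference control for full effect; nearly all actives have a fitted effect of over 55% in size; some results filed as inactive show a strong effect at the top dose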
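Read-out: OD at 600 nm after 24hr at 30C, reporting rescue of FUS-induced yeast toxicity. Cells at OD 0.005 in galactose (2%) minimal medium; compounds tested in a dilution series; CP55940 titration from 92uM final as control.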
EPAC2 antag: EPAC2 (human) antagonism; Q8WZA2; EPAC2 GEF exchange of Rap1B-BODIPY-GDP, fluorescence; Potency, µM (series often up to 114 µM), for the others: at the top dose activity, negative = inhibition, hits mostly inhibitors; hit rate 0.18% among 360,000; further: on the % scale 0 is the no-effect control and ±100 the full control effect; nearly all actives have a fitted effect of over 45% in size; many of its hits are not listed in these tables
TDP-43 yeast inh: TDP-43 toxicity inhibition in yeast. TDP-43 expressing yeast growth rescue, BacTiter-Glo, 24 h. hit rate 1.8% among 410,000. Potency, µM (top dose mostly 46.1 µM), inactives show at the top dose growth rescue (activation), hits mostly activators. AID 652104; further: % of control where 0% means no effect; nearly all actives have a fitted effect of over 50% in size
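Growth rescue of TDP-43-toxic yeast measured as ATP luminescence (BacTiter-Glo). Cells grown to mid-log in raffinose, induced in galactose at OD600=0.02, exposed to compound 24 hr at 30 deg C.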
Numbers without * were called inactive; i = inactive; ? = inconclusive; . = no result given; & = joins results of further samples; ! = repeats disagree; [ ] = remark or other dose. The call rests on the fitted dose curve; in most records, active means well fitted curve in the direction sought with a large enough effect; inconclusive means small, poorly fitted or top-dose-only effect, or another doubt; inactive means no such curve, though single readings can be large; an effect the other way counts as inactive or inconclusive. Potency means the concentration at half of the fitted maximal effect. Some of the compounds tested, so the mix of outcomes need not match the whole.

SMILES	EPAC2 ag	PTHR1 agonist	EPAC1 agonist	aSyn yeast inh	EPAC1 antag	FUS suppressor	EPAC2 antag	TDP-43 yeast inh
CCCCCn1c(=O)c(C(=O)NCc2ccccn2)c(O)c2ccccc21	1%	-23%[57.5 µM]	11%	-12%	4%	15%	-7%	-25%
Cc1nonc1-c1nc(-c2nonc2N)n[nH]1	9%	i	2%	-1%	13%	16%	20%	-12%
CCCCn1c(O)c(/C=N/N2CCOCC2)c(=O)[nH]c1=S	4%	i	-4%	10%	-5%	1%	-26%	8%
C=CCC1(CC)C(=O)NC(=S)NC1=O	-4%	i	3%	2%	-21%	.	-5%	15%
COC(=O)C1=C(c2c(C)noc2C)C[C@@H]2CC[C@H]1N2C(=O)NC(C)C	4%	-4%	-1%	-2%	-11%	-19%	-1%	-7%
OC1(c2ccc(F)cc2)CC2CCC(C1)N2Cc1nnnn1C1CCCCC1 (configuration not stated)	2%	i	-5%	0%	-7%	30%	-2%	-23%
CCCCn1c(=O)c(C(=O)Nc2ccccc2S(N)(=O)=O)c(O)c2ccccc21	2%	0%[57.5 µM]	-8%	-5%	-27%	41%	1%	-9%
CSC1=NP(=S)(SC)N2CCCC2=C1C#N (configuration not stated)	9%	-7%	0%	0%	-16%	4%	7%	24%
C=CCn1c(O)c(C(C)=Nc2ccc(NC(C)=O)cc2)c(=O)[nH]c1=O	-83%[inhibitor][15.6 µM]	i	3%	-29%	7%	20%	-4%	-25%
CC(C)NC[C@H](O)COc1cccc2[nH]ccc12	6%	-33%[inhibitor]	0%	-1%&-1%	-7%	-19%	-8%	8%
CCOP(=S)(OCC)Oc1nc(Cl)c(Cl)cc1Cl	0%	-26%	-13%	-9%	-13%	2%	?	9%
O=C(COc1ccc2ccc(=O)oc2c1)N1CCC(C(=O)O)(c2ccccc2)CC1	6%	-26%	-1%	-8%	-11%	-24%	3%	-7%
Cc1c(C=O)c2ccccc2n1Cc1ccccc1	5%	-14%	12%	9%	-14%	10%	0%	?
Fc1ccc(C(OCCN2CCCC2)c2ccc(F)cc2)cc1	-1%	-26%	-6%	-1%	-18%	.	-4%	0%
CCc1cccc(C)c1NC(=S)N1CC2CC(C1)c1cccc(=O)n1C2 (configuration not stated)	3%	i	6%	-2%	-20%	-12%	-1%	7%
CN1CCC(N(C)Cc2cccnc2)CC1	-4%	i	9%	-5%	-12%	.	-1%	0%
CCOCCCNC(=O)CN1C2CCC1CC(O)(c1ccc(OC)cc1)C2 (configuration not stated)	6%	i	-1%	-1%	9%	-4%	6%	-23%
O=C1NC[C@H](CCCCN2C[C@@H](Cc3ccccc3)N(CCC3CCCCC3)C(=O)C2=O)N(CCC2CCCCC2)C1=O	-8%	-93%[inhibitor]	-11%	-9%	10%	-1%	-2%	0%
CCC(=O)N1N=C(c2c(O)n(C)c(=O)n(C)c2=O)CC1c1ccccc1 (configuration not stated)	4%	i	7%	3%	-5%	32%	1%	?
C[C@@H]1C(=O)O[C@H]2CC34[C@H]5C[C@@H](C(C)(C)C)[C@]36[C@@H](OC(=O)[C@@H]6O)O[C@@]4(C(=O)O5)[C@]21O (some centres not stated)	15%	-23%	4%	-3%	-2%	-37%	-14%	14%
CCOC(=O)c1ccc(N2C(=O)CC(N3CCC(C#N)(c4ccccc4)CC3)C2=O)cc1 (configuration not stated)	10%	i	1%	2%	4%	14%	6%	25%
CN(C)C1(CNC(=O)c2ccc(Cl)c(S(=O)(=O)NCc3ccco3)c2)CCCCC1	-6%	-6%	-4%	-10%	1%	3%	-1%	-12%
CC1=CC(=Cc2sc3ccccc3[n+]2C)C=C(C)O1	1%	-40%[inhibitor]	0%	0%	-9%	3%	4%	-6%
COc1ccc2nc3c(C)n(C)ccc-3c2c1	16%	15%	13%	-17%	7%	.	3%	0%

One compound at a time, as listed above. Screens in order: EPAC2 ag	PTHR1 agonist	EPAC1 agonist	aSyn yeast inh	EPAC1 antag	FUS suppressor	EPAC2 antag	TDP-43 yeast inh
CCC(=O)N1N=C(c2c(O)n(C)c(=O)n(C)c2=O)CC1c1ccccc1 (configuration not stated) is entered as 4%	i	7%	3%	-5%	32%	1%	?
CCOCCCNC(=O)CN1C2CCC1CC(O)(c1ccc(OC)cc1)C2 (configuration not stated) is entered as 6%	i	-1%	-1%	9%	-4%	6%	-23%
CC1=CC(=Cc2sc3ccccc3[n+]2C)C=C(C)O1 is entered as 1%	-40%[inhibitor]	0%	0%	-9%	3%	4%	-6%
Cc1c(C=O)c2ccccc2n1Cc1ccccc1 is entered as 5%	-14%	12%	9%	-14%	10%	0%	?
COc1ccc2nc3c(C)n(C)ccc-3c2c1 is entered as 16%	15%	13%	-17%	7%	.	3%	0%

Additional entries follow.
SMILES	EPAC2 ag	PTHR1 agonist	EPAC1 agonist	aSyn yeast inh	EPAC1 antag	FUS suppressor	EPAC2 antag	TDP-43 yeast inh
C[C@H]1CN([C@@H](C)CO)C(=O)c2cccc(NC(=O)c3ccc(-c4nccs4)cc3)c2O[C@@H]1CN(C)C(=O)Nc1cccc2ccccc12	0%	-45%[inhibitor]	-2%	-6%	-13%	?	-13%	0%
CCCCCn1c(=O)c(C(=O)NCc2ccccc2)c(O)c2ccccc21	23%	i	5%	-5%	9%	-21%	-5%	-9%
N#Cc1cc2c(nc1SCC(=O)Nc1cc(Cl)cc(Cl)c1)C1CCN2CC1	-1%	-2%[57.5 µM]	-2%	-16%	9%	-17%	-1%	-21%
COC(=O)C(C)NC(=S)N1CC2C[C@@H](C1)Cn1c2cccc1=O (some centres not stated)	8%	-12%	1%	0%	-5%	-40%	0%	4%
Cc1ccc(N2C(=O)NC(=O)/C(=C/C=C/c3ccco3)C2=O)cc1	15%	-17%	8%	0%	-12%	?	-5%	-6%
C=Cn1ccnc1P(=S)(c1c(C)nn(-c2ccccc2)c1C)c1nccn1C=C	13%	-9%[57.5 µM]	-5%	10%	8%	22%	12%	0%
CN1CCN(Cc2cc3c(cc2[N+](=O)[O-])OCO3)CC1	8%	7%	-1%	-5%	-7%	19%	3%	-19%
Cc1cc(=O)oc2c(C)c(OCC(=O)N3CCC(C(=O)O)(c4ccccc4)CC3)ccc12	2%	1%	-20%	2%	-3%	-1%	11%	-9%
Cc1ccsc1C(=O)C1CCCN(Cc2cn(C)nc2C)C1 (configuration not stated)	9%	i	-3%	-6%	12%	-7%	2%	-15%
Oc1ccccc1C1NCc2ccccc2-n2cccc21 (configuration not stated)	12%	i	10%	-6%	-2%	4%	-7%	3%
C[C@]12CCC(=O)C=C1CC[C@@H]1[C@@H]2CC[C@]2(C)C(=O)CC[C@@H]12	-7%	-5%	-2%	-2%	0%	-29%	-6%	?
Cc1cccc(NC2=NCCCS2)c1	7%	i	10%	-1%	-2%	-6%	11%	12%
C[C@H]1C=CC(=O)O[C@H]1c1ccccc1	4%	-9%	-12%	-2%	-5%	-30%	25%	16%
O=S(=O)(c1ccc(Cl)cc1)N1CC1c1ccccc1 (configuration not stated)	11%	-12%	9%	-1%	11%	.	-10%	?
O=C(c1cc2cc(Cl)ccc2[nH]1)N1CCC2(CC1)OCCO2	8%	-28%	0%	15%	-23%	0%	0%	27%
CN1C[C@H]2CON(C)[C@H]2C[C@H]1c1cccc(Br)c1	7%	i	-13%	-3%	16%	-8%	8%	8%
COC(=O)C1=C(c2ccc(Cl)c(C(F)(F)F)c2)C[C@@H]2CC[C@H]1N2C(=O)NCCOc1ccccc1	0%	-45%[inhibitor]	-8%	2%	-10%	22µM*	-14%	22µM*
Cc1nc2cc(C(=O)N3CCC4(CC3)OCCO4)ccc2n1-c1ccc(Br)cc1	-8%	-5%[57.5 µM]	-6%	10%	-11%	-6%	3%	19%
CC(=O)N1CCN(c2ccc(OC[C@H]3CO[C@](Cn4ccnc4)(c4ccc(Cl)cc4Cl)O3)cc2)CC1	8%	20%	-14%	5.2µM*!	-25%	17%	-27%	?
C[N+]1(CC2COC(c3ccco3)O2)CCCCC1 (configuration not stated)	10%	-23%	13%	0%	-6%	12%	0%	-7%
CCC12CN3CC(CC)(CN(C1)C3c1cccnc1)C2=O (configuration not stated)	-4%	i	1%	2%	9%	-22%	0%[57.1 µM]	6%
Cc1ccc(C2CN(C)CC2C(=O)c2ccc(F)cc2)cc1 (configuration not stated)	5%	?	-3%	-5%	?	-18%	2%	2%
CC12CCC(=O)C=C1CC(N1CC1)C1C2CCC2(C)C(O)CCC12 (configuration not stated)	-2%	-36%[inhibitor]	5%	9%	-11%	.	1%	15%
Cn1c(O)c(C=Nc2ccc(F)cc2)c(=O)[nH]c1=O	4%	i	2%	-5%	-12%	-12%	7%	4%
CC(C)n1c(O)c(C=NCc2ccccc2)c(=O)[nH]c1=S	15%	-20%	8%	1%	-5%	30%	-4%	2%
CC(C)OC(=O)c1c(N)n(Cc2ccco2)c2nc3ccccc3nc12	5%	-9%[57.5 µM]	9%	-16%	6%	1%	3%	1%
C=C(C)[C@@H]1CC[C@]2(C(=O)O)CC[C@]3(C)C(CCC4[C@@]5(C)CC[C@H](O)C(C)(C)C5CC[C@]43C)C12 (some centres not stated)	-2%	-11%	-30%	11%	-17%	-21%	3%	9%
FC(F)(F)Oc1ccc(C2NCc3ccccc3-n3cccc32)cc1 (configuration not stated)	2%	-14%	-7%	1%	-11%	-20%	-23%	12%
O=C(c1cccnc1)C1CCCN(Cc2nc(-c3cnccn3)no2)C1 (configuration not stated)	-1%	28%	-6%	-1%	-4%	0%	7%	5%
O=C1NC(=O)N(Cc2ccccc2)C(=O)/C1=C\N1CCCc2ccccc21	9%	-5%	5%	6%	1%	?	13%	-6%
Cc1ccc(CN2CCSc3ccc(C(=O)N4CCC5(CC4)OCCO5)cc32)cc1	-1%	-9%	9%	.	-26%	.	-28%	.
Cc1ccccc1C(=O)N1Cc2cnnn2-c2ccccc2C1C#N (configuration not stated)	-3%	-18%	.	3%	2%	-28%	-2%	19%
C=CCn1nc(C(=O)N2CCOCC2)cc1-c1sc(NC(=O)c2ccccc2)nc1C	7%	-84%[inhibitor]	-5%	7%	1%	-20%	1%	-5%
Cc1ccc(C(C#N)=Cc2ccc3c(c2)OCO3)cc1	5%	-47%[inhibitor]	-5%	1%	-23%	13%	-16%	0%
O=C1NCN(c2ccccc2)C12CCN(C(c1ccccc1)c1nnnn1C1CCCC1)CC2 (configuration not stated)	-11%	-7%	-16%	2%	0%	2%	7%	13%
CCN(CC)CCOC(=O)c1cc2cc(COC)ccc2o1	-8%	-16%	-2%	3%	-13%	-32%	6%	-28%
